Assay outcomes: PubChem, several laboratories
NSD2 inh: blocks human histone methyltransferase NSD2. O96028. AID 743445. inhibition, % at 12.5 µM. 0.54% of 310,000 active. NSD2 peptide methylation, AlphaScreen, 120 min; in the data active means inhibition above about 50%
Target sequence (O96028 whole entry, looked up): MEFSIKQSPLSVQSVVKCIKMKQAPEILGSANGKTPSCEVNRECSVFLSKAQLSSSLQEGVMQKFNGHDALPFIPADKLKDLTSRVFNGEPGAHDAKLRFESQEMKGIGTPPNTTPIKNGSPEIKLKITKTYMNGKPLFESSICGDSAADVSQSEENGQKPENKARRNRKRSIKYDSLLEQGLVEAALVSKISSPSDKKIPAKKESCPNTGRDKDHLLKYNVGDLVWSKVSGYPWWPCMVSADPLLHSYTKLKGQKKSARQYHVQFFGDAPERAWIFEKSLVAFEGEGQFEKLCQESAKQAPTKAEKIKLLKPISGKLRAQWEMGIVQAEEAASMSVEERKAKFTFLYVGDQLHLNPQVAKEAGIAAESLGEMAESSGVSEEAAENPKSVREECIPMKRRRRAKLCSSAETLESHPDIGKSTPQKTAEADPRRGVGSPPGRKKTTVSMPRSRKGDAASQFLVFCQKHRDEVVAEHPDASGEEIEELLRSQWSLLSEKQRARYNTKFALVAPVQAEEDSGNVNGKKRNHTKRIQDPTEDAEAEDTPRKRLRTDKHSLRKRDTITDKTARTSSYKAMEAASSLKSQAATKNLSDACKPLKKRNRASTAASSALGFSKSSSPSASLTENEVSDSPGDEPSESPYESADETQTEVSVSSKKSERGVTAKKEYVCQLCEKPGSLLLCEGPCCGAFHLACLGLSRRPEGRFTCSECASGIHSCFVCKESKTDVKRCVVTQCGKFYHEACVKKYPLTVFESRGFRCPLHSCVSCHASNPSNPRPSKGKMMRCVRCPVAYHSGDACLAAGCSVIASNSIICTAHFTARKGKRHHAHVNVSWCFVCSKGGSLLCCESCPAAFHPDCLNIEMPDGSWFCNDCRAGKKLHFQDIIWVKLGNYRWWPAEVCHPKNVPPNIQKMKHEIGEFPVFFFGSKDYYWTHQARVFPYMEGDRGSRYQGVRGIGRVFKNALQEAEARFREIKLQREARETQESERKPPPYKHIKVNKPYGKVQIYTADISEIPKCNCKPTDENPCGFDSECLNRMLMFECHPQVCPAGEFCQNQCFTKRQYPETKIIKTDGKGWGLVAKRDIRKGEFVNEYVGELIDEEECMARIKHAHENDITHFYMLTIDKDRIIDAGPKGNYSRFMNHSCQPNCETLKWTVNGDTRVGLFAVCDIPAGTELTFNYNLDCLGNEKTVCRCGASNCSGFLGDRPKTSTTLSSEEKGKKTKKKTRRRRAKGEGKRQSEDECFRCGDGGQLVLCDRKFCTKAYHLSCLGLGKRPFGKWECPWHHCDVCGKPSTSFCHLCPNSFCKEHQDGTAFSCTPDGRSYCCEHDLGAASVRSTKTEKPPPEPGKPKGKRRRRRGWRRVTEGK
CAL PDZ FP-1: inhibitors of human CAL PDZ peptide binding; Q9HD26; purified CAL PDZ, TMR-peptide fluorescence polarization, 1 h; 0.92% of 300,000 active; AID 602252; inhibition, % at 24.9 µM;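 active means mean inhibition of at least 30% with at least half of replicates also reaching 30%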;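 further: 0% = DMSO neutral control and 100% = excess unlabeled competitor peptide PRC23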
C-LANA FP: KSHV C-LANA DNA binding inhibition; MBP-C-LANA/FAM-LBS DNA binding, fluorescence polarization; AID 504423; inhibition, % at 9 µM; 0.078% of 340,000 active;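 active means highest replicate inhibition at or above 60% at 9 µM, even if other replicates fall short; inactive means all replicates below 60% inhibition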;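 further: 0% = neutral control wells and 100% = 4 µM acridine orange control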
Arr AP2 block: human beta-arrestin and AP2 interaction inhibition | FITC-arrestin peptide / GST-AP2 beads, flow cytometry; AP2 beta2 appendage carries R879A mutation | inhibition, % at 10 µM | 0.31% of 340,000 active | AID 504490;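 active means inhibition above a set limit, near 3 SD of compounds lacking own fluorescence, cut at about 54% in these data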;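 further: plate controls were DMSO wells for no effect and 5 µM unlabelled arrestin peptide for full effect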
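Measured by: flow cytometry, FL1 (488/535 nm); Material: AP2 appendage R879A on GSH beads; Evaluation: percent response; Timing: pre-incubation 12 min, peptide binding 1 h, room temperature; Also added: 50 nM FITC-arrestin peptide; Medium: PBS with 0.05% Tween 20 and 0.1% BSA.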
CAL PDZ FP-2: blocks peptide binding to human CAL PDZ domain; Q9HD26; purified CAL PDZ, TMR-peptide fluorescence polarization, 1 h; inhibition, % at 20 µM; 0.02% of 330,000 active; AID 504414;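 active means highest replicate inhibition of at least 40%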;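 further: plate controls were DMSO neutral control wells for no effect and unlabeled competitor peptide control wells for full effect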
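Test system: purified CerCALP PDZ construct; Compound dosing: one concentration, 20 µM compound; Also added: TMR-labelled reporter peptide T*-PRC34 bound in PDZ groove; Read-out: inhibition from polarization loss; Controls: unlabelled peptide and DMSO controls; Signal: FP readout, S and P plane fluorescence; Incubation: 1 h at RT.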
Cardiac RTF inh: cardiac RTF calcium desensitization; P19429+P45379; IANBD-labeled cardiac RTF, Ca2+ fluorescence; inhibition, % at 7.15 µM; 0.12% of 340,000 active; AID 493244;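 active means inhibition above the mean inhibition of all tested compounds plus 3 SD, cut at about 17% in these data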;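 further: assay run at fixed EC70 calcium of 1.6 mM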
V-ATPase pH: regulators of yeast V-ATPase proton transport; 0.37% of 350,000 active; AID 504577; response, % at 10 µM; S. cerevisiae, pHLuorin cytosolic pH fluorescence; in the data active means response mostly above about 7.3%, no sharp cut-off; inactive means mostly below about 5.4%; further: actives read high; inactives centre near 0; some compounds called inactive have numbers as strong as hits
Pemphigus Ab inh: human desmoglein-3 autoantibody binding inhibition; DSG3-coupled beads, scFv-anti-DSG3-GFP binding, flow cytometry; stronger effect = lower value; P32926; binding (percent of control), % at 10 µM; 0.48% of 310,000 active; AID 588358;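 active means binding more than 3 SD below its plate's average and above zero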;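 further: hits lower antibody fragment binding to DSG3; some compounds called inactive have numbers as strong as hits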
Keap1-Nrf2 PPI: disrupts human Keap1 binding to Nrf2 peptide | Keap1 Kelch-Nrf2 peptide fluorescence polarization, 1536-well | inhibition, % at 9.4 µM | 0.15% of 340,000 active | AID 504523; in the data active means inhibition above about 12%;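 further: human Keap1 Kelch domain with fluorescein labeled Nrf2 9mer peptide probe; 0% = neutral control wells and 100% = peptide positive control; higher means more block of Keap1 binding to Nrf2 peptide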
DAGLB inhibitor: blocks human DAGLB lipase activity; HEK293T DAGLB membrane lysate, EnzChek fluorogenic substrate; Q8NCG7; 0.059% of 340,000 active; inhibition, % at 5.17 µM; in the data active means inhibition above about 34%;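 further: 0% = enzyme with vehicle and 100% = wells lacking enzyme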
Starred values were filed as active, the others as inactive; / = not tested or not shown. An excerpt; the hit share may differ from the screen's.

SMILES | NSD2 inh | CAL PDZ FP-1 | C-LANA FP | Arr AP2 block | CAL PDZ FP-2 | Cardiac RTF inh | V-ATPase pH | Pemphigus Ab inh | Keap1-Nrf2 PPI | DAGLB inhibitor
CCc1ccc2nc(N(CCN(C)C)C(=O)c3ccc4ccccc4c3)sc2c1 | 0.4 | 69.0* | 2.0 | 0.4 | -1.6 | -3.3 | -3.4 | / | -1.8 | 0.6
CN(C(=O)COC(=O)c1ccc(S(=O)(=O)N2CCOCC2)cc1)c1ccccc1 | -4.2 | 44.8* | -0.6 | 9.5 | -0.2 | 1.6 | -1.7 | 94.0 | -2.6 | 1.9
O=C(COC(=O)C1(c2ccccc2)CC1)N1CCN(c2ccc(F)cc2)CC1 | -2.3 | 5.7 | 1.5 | -6.2 | -1.6 | 5.0 | 0.1 | 78.9 | 1.6 | -4.0
COc1ccc(NC(=O)C(c2ccccc2)N(C)C(=O)c2cnccn2)cc1 (configuration not stated) | 0.4 | / | -0.2 | 27.7 | 0.0 | -1.1 | -1.5 | 92.1 | -1.3 | -1.2
CCn1ccnc1C(O)c1cccc2ccccc12 (configuration not stated) | 0.8 | / | -0.7 | -3.3 | -0.2 | 2.8 | 1.5 | 98.4 | -1.3 | -1.4
COc1ccccc1OCCC(=O)Nc1nc(C)cs1 | -0.3 | 8.7 | -6.8 | -12.4 | 0.2 | -8.8 | 4.4 | 103.4 | -6.0 | 0.8
O=c1oc(-c2ccc(Br)cc2)nc2ccccc12 | -0.6 | -0.4 | -1.8 | 1.0 | 0.5 | -1.3 | -1.6 | 109.8 | -3.2 | -1.4
CCOc1ccc2oc(C(=O)Nc3ccc(N4CCOCC4)cc3)c(C)c2c1 | 19.9 | -6.9 | -0.5 | 3.6 | -1.9 | -6.5 | -1.4 | 99.3 | -2.1 | 1.8
O=C(NC1CCCCCC1)c1ccc([N+](=O)[O-])s1 | 3.4 | -1.3 | -1.0 | -7.8 | -1.2 | -3.5 | 7.5 | 98.1 | -1.0 | 1.0
Cc1cc(NC(=O)c2cc(-c3ccco3)on2)no1 | 6.6 | / | 1.1 | -2.1 | 0.3 | 2.5 | -2.6 | 92.6 | -2.6 | -2.9
CC(=O)N/C(=C\c1ccccc1)C(=O)OCc1ccc(C)cc1 | 1.2 | 8.9 | 0.9 | -2.5 | -1.1 | -0.6 | 0.7 | 107.4 | -3.4 | -0.9
Cc1ccc(C(=O)OCC(=O)Nc2cccc(S(=O)(=O)N3CCCCC3)c2)s1 | 6.6 | / | / | / | / | / | -2.4 | 93.8 | / | -6.9
O=C(CCC(=O)OCC(=O)c1ccc([N+](=O)[O-])cc1)Nc1ccccc1Cl | 3.8 | 3.0 | 1.0 | -2.8 | -2.3 | -3.6 | -4.2 | 109.3 | 2.3 | -0.4
CC1CC(C)CN(S(=O)(=O)c2ccccc2[N+](=O)[O-])C1 (configuration not stated) | 1.2 | -2.6 | 0.2 | -4.5 | -3.2 | -11.4 | 4.0 | 89.8 | -4.5 | -4.8
Clc1ccccc1Cc1noc(CN2CCCCC2CCc2ccccn2)n1 (configuration not stated) | 9.2 | -6.0 | -0.1 | -1.2 | -0.8 | -16.5 | -0.6 | 90.9 | -1.0 | -3.2
Nc1c(C(=O)c2cccs2)sc2nsc(SCCN3CCCCC3)c12 | 0.9 | -8.7 | 3.0 | 0.7 | 1.0 | -55.1 | 0.4 | 142.7 | -1.4 | -13.0
Cc1ccc(C(=O)O/N=C/c2c(C)nn(C)c2Cl)cc1 | -0.9 | -5.0 | -0.8 | 24.4 | -3.7 | 2.4 | -0.4 | 94.6 | 1.6 | -12.3
O=C(O)C1CCCN1c1ncnc2c1oc1ccccc12 (configuration not stated) | -1.5 | -0.7 | -0.3 | 2.6 | / | -4.5 | 5.7 | 102.8 | 1.0 | 3.4
Cc1ccc(/C=N/n2c(-c3ccncc3)n[nH]c2=S)cc1 | 1.7 | 2.2 | 1.5 | 19.0 | -2.0 | -6.9 | 1.5 | 86.0 | -6.3 | -2.5
Cc1noc(C)c1C(=O)Nc1sc2c(c1C(N)=O)CCC2 | 0.0 | -4.2 | 1.9 | 0.5 | -1.1 | -0.9 | -0.3 | 97.8 | 2.8 | 0.7
Cn1c(=O)c2c(nc(N/N=C/c3cccnc3)n2Cc2ccccc2)n(C)c1=O | -1.5 | 8.8 | -0.3 | 12.7 | 0.7 | -5.6 | -1.2 | 117.6 | 2.4 | 1.2
Cc1c(C(=O)NN)[nH]c2ccc([N+](=O)[O-])cc12 | -0.6 | / | / | 3.6 | / | / | -2.5 | 102.9 | / | /
CC1(c2ccc(Cl)cc2)NC(=O)N(CC(=O)N2CCc3ccccc32)C1=O (configuration not stated) | -6.7 | -3.3 | -1.3 | 34.5 | -0.7 | -4.6 | 6.3 | 101.8 | 0.3 | 3.6
Cc1cnc(C(=O)Nc2ccccc2-c2ccc(C)o2)cn1 | -5.1 | -3.2 | 0.7 | 2.4 | -2.1 | 3.1 | 1.1 | 104.8 | -4.1 | -1.8
Cc1coc2c1c(C)cc1oc(=O)c(CC(=O)NCC(=O)N[C@H](C(=O)O)C(C)C)c(C)c12 | 20.2 | -4.2 | -0.2 | 29.1 | -2.1 | 3.5 | -1.0 | 95.0 | -1.6 | 2.3
O=C(O)CC1(C(=O)O)CCCC1 | -1.1 | 0.0 | 11.5 | -0.7 | 0.1 | 5.8 | -0.8 | 92.8 | 1.2 | -3.0
O=C(CNS(=O)(=O)c1ccccc1)N/N=C/c1ccncc1 | 5.9 | -4.8 | -2.4 | 31.2 | 0.9 | -2.6 | 0.7 | / | 4.3 | 1.5
Clc1c(CSc2nc3ccccc3o2)nc2ccccn12 | -3.3 | -0.6 | 1.0 | 2.8 | -4.0 | 1.6 | -3.7 | 103.3 | 0.1 | -2.9
CCc1ccc(-c2cnc3nc[nH]c(=O)c3n2)cc1 | -2.6 | / | -1.0 | -1.1 | -1.7 | -5.7 | -3.1 | 110.1 | 2.0 | 1.0
C[C@H](CO)N1C[C@H](C)[C@@H](CN(C)Cc2ccc(C(=O)O)cc2)Oc2c(NS(=O)(=O)c3ccccc3)cccc2C1=O | / | -1.1 | -0.9 | / | 0.5 | 8.1 | 0.8 | 98.3 | -5.1 | 0.1
O=C(NC1CCCC1)c1cc2c(=O)n3ccccc3nc2s1 | -1.7 | -2.4 | 3.6 | 0.2 | -0.6 | 3.3 | -2.7 | / | -2.0 | -0.2
O=C(C[n+]1cccc(NC(=O)c2ccccc2)c1)c1cccc([N+](=O)[O-])c1 | 2.0 | -1.0 | 0.2 | 9.9 | -2.1 | -15.8 | -0.2 | 98.1 | -1.3 | 2.1
COc1ccc(Oc2cccc(Cl)c2CNC(=O)CCC(=O)O)cc1 | -3.4 | -4.5 | -0.3 | -7.0 | -0.4 | 1.3 | -0.9 | 108.6 | -4.1 | 1.4
Cc1ccc(S(=O)(=O)N2CCC(C(=O)Nc3cccnc3)CC2)cc1 | 0.1 | -2.3 | 1.0 | 9.8 | -1.0 | 3.5 | 5.9 | 121.3 | 4.0 | 1.0
Cc1cc2ccccc2nc1SCC(=O)N1CCCC1 | 3.1 | -2.1 | -0.4 | 8.2 | / | -6.4 | -3.4 | 103.3 | 1.7 | -2.6
COc1ccc2[nH]c3c(c2c1)CCN1C(=O)C(CC(=O)NCCN2CCOCC2)C[C@H](C(=O)N2CCOCC2)[C@@]31C (some centres not stated) | / | -4.0 | 3.0 | 41.7 | 0.3 | -5.5 | 0.3 | 101.4 | 0.7 | -0.5
Cc1cccc(N2CCN(c3ccc(N4C(=O)CCCC4=O)cc3[N+](=O)[O-])CC2)c1C | -0.5 | -2.9 | 1.1 | 21.5 | 1.0 | 2.8 | -4.8 | 100.6 | 6.3 | 6.5
CCOc1cccc(C(=O)Nc2nnc(-c3ccco3)s2)c1 | / | -4.7 | 2.0 | 6.2 | -1.5 | -2.5 | -0.4 | 102.6 | -8.6 | 0.2
COc1cc2c(cc1OC)C(c1ccccc1)CC2=O (configuration not stated) | 0.5 | -1.2 | -0.8 | -3.9 | -1.0 | -4.5 | 3.5 | 104.9 | 2.9 | -1.1
CCOc1ccc(N(C)S(=O)(=O)c2cc(-c3cc(C)no3)ccc2OC)cc1 | 1.9 | 10.6 | -1.4 | -15.6 | -2.5 | -0.1 | 2.5 | / | -1.1 | -2.3
Cc1cccc(NC2=NCC(=O)N2CCc2ccccc2)c1 | -2.6 | -4.0 | -1.0 | -0.8 | / | 1.1 | 2.5 | 97.7 | -0.4 | -2.7
CC(=O)N1CCOc2ccc(S(=O)(=O)N3CCC(C(=O)NCc4ccc(C)cc4)CC3)cc21 | 4.7 | -0.7 | -0.7 | 13.0 | 0.0 | -0.9 | -1.0 | / | 0.5 | 0.2
Cn1nccc1C(=O)NC(=S)Nc1sc2c(c1C#N)CCCCC2 | / | 0.0 | -3.5 | 4.8 | -0.2 | 2.7 | -4.3 | 103.5 | -2.2 | -1.5
CCOc1ccc(-c2cn(S(=O)(=O)c3cccc4nsnc34)nc2N)cc1 | 2.6 | -5.2 | -0.5 | 1.8 | 0.7 | -3.2 | 7.4 | / | 0.3 | -0.4
O=C(c1ccco1)N1CCN(c2ncnc3scc(-c4ccc(Cl)cc4)c23)CC1 | 22.4 | / | / | / | / | / | 1.3 | 99.9 | / | -4.1
COC(=O)C1C(c2ccc(OC)cc2)NC(=O)NC1(O)C(F)(F)Cl (configuration not stated) | / | / | -0.7 | -2.1 | -0.5 | 0.2 | -2.0 | 103.1 | -3.9 | -4.2
CC(C)Cn1c(N)c(C(=O)CSc2nc3ccccc3n2C)c(=O)n(C)c1=O | -6.2 | / | -0.5 | 30.1 | -2.1 | -4.4 | 3.9 | 95.8 | 0.9 | -0.5
COc1ccccc1-n1cc2ccc([N+](=O)[O-])cc2n1 | / | -4.7 | 0.6 | 40.8 | -1.0 | -3.6 | 2.8 | 108.3 | 0.6 | -8.8
CCOC(=O)C1CCCCN1Cc1cc(Cl)ccc1O (configuration not stated) | -17.4 | / | 0.5 | -2.1 | -0.1 | -5.4 | 1.5 | 94.4 | 2.4 | -7.9
CC(C)c1cc(NCc2ccccn2)n2c(nc3ccccc32)c1C#N | 0.8 | 0.5 | 0.0 | 19.8 | -1.5 | -5.2 | -0.2 | 102.0 | 3.8 | 0.0
CCOc1ccc(NC(=O)c2cccc(NC(C)=O)c2)cc1S(=O)(=O)N1CCCC1 | 0.7 | -6.3 | -0.6 | 0.6 | -3.7 | -4.2 | 2.4 | 110.7 | -3.6 | -0.1
Clc1ccc2[nH]c(-c3ccccc3)cc2c1 | 0.3 | / | -0.1 | 8.8 | -0.5 | -9.1 | 3.1 | 98.0 | 0.2 | -2.4
